# Screening results: PubChem BioAssay, several laboratories
# PKA-R2B act = activators of PKA-R2B holoenzyme, primary screen, biochemical, fluorescence polarization, Cy5-IP20, human | cAMP-dependent protein kinase catalytic subunit beta (Homo sapiens) + cAMP-dependent … | PKA-R2B holoenzyme dissociation; R2B truncated from residue 108, S112A mutant; 0% DMSO only, 100% 113 µM cGMP | activation, % at 11.4 µM | 340,000 compounds, 0.079% hits | AID 504700, 2011;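 active = activation above a cutoff set at the mean over all compounds plus 3 SD, cut at about 18% in these data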;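 note: higher means more holoenzyme dissociation and a rise in polarization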
# Target sequence (P31323 whole entry, looked up, other chains not shown, the tested form may be a part): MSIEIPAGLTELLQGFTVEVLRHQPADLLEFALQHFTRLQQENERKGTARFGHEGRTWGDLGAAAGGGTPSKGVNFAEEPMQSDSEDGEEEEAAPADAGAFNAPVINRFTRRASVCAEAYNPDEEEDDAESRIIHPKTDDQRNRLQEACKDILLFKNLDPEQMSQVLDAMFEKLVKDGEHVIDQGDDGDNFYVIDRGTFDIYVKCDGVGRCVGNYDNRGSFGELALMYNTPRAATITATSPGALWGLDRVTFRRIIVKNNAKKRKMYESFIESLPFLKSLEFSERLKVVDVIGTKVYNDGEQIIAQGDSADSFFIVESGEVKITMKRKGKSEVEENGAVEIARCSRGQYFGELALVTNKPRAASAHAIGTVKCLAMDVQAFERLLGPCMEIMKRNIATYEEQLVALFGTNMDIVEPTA
# Tat export inh = E. coli Tat export inhibitors, primary screen, MC4100, TorA-mCherry reporter, fluorescence, single point. inhibition, % at 10 µM. 340,000 compounds, 0.036% hits. AID 488895, 2010;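 active = mean replicate inhibition at least 50% and at least half of replicates individually reaching 50%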;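 note: exported cargo escapes ClpAP degradation while cytoplasmic cargo is degraded and loses fluorescence; 0% = median of neutral control wells and 100% = median of NaSCN control wells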
# AddAB inh = growth inhibition of E. coli expressing H. pylori AddAB, primary screen, AddAB inhibitor project, absorbance; inhibition, % at 11.9 µM; 330,000 compounds, 0.29% hits; AID 435030, 2010; in the data active = inhibition above about 12%;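 note: 0% = vehicle wells of infected cells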
# HTR5A inv ag = HTR5A inverse agonists in luminescence cell assay, primary screen, counter-screen for OPRM1-OPRD1 heterodimer inverse agonist project, full-deck HTS; inhibition, % at 9.3 µM; HTR5A cell line, inverse agonism; 340,000 compounds, 0.083% hits; in the data active = inhibition mostly above about 23%, no sharp cut-off; inactive = mostly below about 18%;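 note: 0% = cells with DMSO and 100% = no-cell wells with DMSO; some compounds called inactive have numbers as strong as hits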
# Target sequence (P47898 whole entry, looked up): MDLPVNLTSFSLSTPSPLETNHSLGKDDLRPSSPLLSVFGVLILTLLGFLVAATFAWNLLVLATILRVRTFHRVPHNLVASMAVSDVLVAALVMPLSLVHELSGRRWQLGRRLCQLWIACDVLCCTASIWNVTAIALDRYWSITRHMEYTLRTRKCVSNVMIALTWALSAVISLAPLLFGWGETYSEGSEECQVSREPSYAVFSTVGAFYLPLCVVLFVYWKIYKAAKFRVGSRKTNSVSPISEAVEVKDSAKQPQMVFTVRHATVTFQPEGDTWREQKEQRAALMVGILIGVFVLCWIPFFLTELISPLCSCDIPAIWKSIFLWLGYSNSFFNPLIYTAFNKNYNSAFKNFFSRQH
# OPRM1-OPRD1 ag = agonists of OPRM1-OPRD1 heterodimerization, primary screen, cell-based, luminescence | cells | activation, % at 9.3 µM | 340,000 compounds, 0.3% hits | AID 504326, 2011; in the data active = activation above about 18%;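 note: 0% = vehicle-treated cells and 100% = reference agonist; values of inactives mirror those of a sister screen read the other way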
# phage Ecoli inh = growth loss of phage-infected E. coli, primary screen, RecBCD inhibitor project, absorbance, with phage, HTS; inhibition, % at 11.9 µM; 360,000 compounds, 0.26% hits; AID 651602, 2012; in the data active = inhibition above about 11%
# MOR-DOR inv ag = inverse agonists of MOR-DOR heterodimerization, primary screen, cell-based, luminescence. inhibition, % at 9.3 µM. Mu-type opioid receptor (Homo sapiens) + Delta-type opioid receptor (Homo sapiens), …. 340,000 compounds, 0.21% hits. cell-based MOR-DOR heterodimer luminescence, inverse agonism; in the data active = inhibition above about 22%, passing the limit was not always enough;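 note: 0% = cells with DMSO and 100% = wells without cells with DMSO; values of inactives mirror those of a sister screen read the other way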
# PKA-R1A act = activators of PKA-R1A holoenzyme, primary screen, biochemical, fluorescence polarization, Cy5-IP20, bovine R1A, mouse PKAc | cAMP-dependent protein kinase type I-alpha regulatory subunit (Bos taurus) + … | PKA-R1A dissociation; scaled: DMSO 0%, 113 µM cGMP 100% | activation, % at 11.4 µM | 340,000 compounds, 0.083% hits;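 active = percent activation above the mean of all tested compounds plus 3 SD, cut at about 19% in these data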;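 note: higher means more PKAc released from R1A so a rise in polarization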
# SUMO Mot1 rescue = yeast Mot1-301 growth rescue at high temperature, primary screen, SUMOylation pathway inhibitor project, S. cerevisiae, ATP luminescence, 38.5C | S. cerevisiae Mot1-301 growth rescue; percent above DMSO median, 100 means doubled | growth rescue, % at 18.8 µM | 320,000 compounds, 1% hits | AID 2716, 2010;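 active = every valid replicate shows activation above 250% relative to neutral control wells; inactive = the rest, any valid replicate at or below 250%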;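 note: OY570 slx delta 5 strain wells were the positive control but not used for scaling; some compounds called inactive have numbers as strong as hits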
# E coli growth = E. coli V3065 growth inhibition, primary screen, counter-screen for AddAB inhibitor project, absorbance, OD600 | 18 h | 330,000 compounds, 0.27% hits | inhibition, % at 11.9 µM;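 active = inhibition above the campaign's mean inhibition across all tested compounds plus 3 SD, cut at about 9.9% in these data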;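 note: uninfected addAB+ strain grown without phage in ampicillin broth; 0% = DMSO wells and 100% = ciprofloxacin 0.95 µg/ml wells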
# PfHsp90 set2 = growth inhibition of PfHsp90-expressing yeast, primary screen, antimalarial PfHsp90 inhibitor project, S. cerevisiae, BacTiter-Glo luminescence, single point, set 2; inhibition, % at 9.4 µM; BacTiter-Glo ATP, 48 h; yeast lacking PDR1 and PDR3 efflux regulators; 310,000 compounds, 0.32% hits;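 active = every replicate shows inhibition above about 80%, whatever the replicate mean, limit read from the data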;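 note: 0% = DMSO neutral controls and 100% = 20 µM radicicol positive controls; yeast relying on Plasmodium falciparum Hsp90 in place of its own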
# The depositor's hits bear a star; . = no result given. Compounds were not picked by outcome; 2.2% or so of the library scored in one or more.
SMILES,PKA-R2B act,Tat export inh,AddAB inh,HTR5A inv ag,OPRM1-OPRD1 ag,phage Ecoli inh,MOR-DOR inv ag,PKA-R1A act,SUMO Mot1 rescue,E coli growth,PfHsp90 set2
N#C/C(=C\c1ccc(-c2ccccc2)cc1)c1nc(-c2ccco2)cs1,7,-4,1.4,8,-2.6,1.9,13,8,-21,-0.5,-33
Cc1cc(C(=O)OCC(=O)N2CCN(c3ccccc3)CC2)c2ccccc2n1,2,-3,0.9,1,0.1,1.1,0,-9,-9,0.0,-20
COc1cc2c(c(OC)c1OC)-c1c(cc3c(c1OC)OCO3)C1OC2[C@@H](C)[C@H]1C (stereo partly specified),-8,-4,2.1,15,-2.9,1.3,16,-3,-27,-2.6,.
Cc1ccc(C2/C(=C(/O)c3ccc(Br)cc3)C(=O)C(=O)N2Cc2ccco2)o1 (stereo unspecified),-5,-16,0.7,-18,-1.4,0.6,8,-13,-12,-0.3,-35
Cc1ccc(-c2nnc(-n3nnc4ccccc43)c3ccccc23)cc1,-15,-1,2.8,1,-2.5,4.0,15,-5,-16,0.0,.
COC(=O)c1cc(NC(=O)c2c(Cl)cnn2C)cc(C(=O)OC)c1,-1,8,-0.4,1,1.6,5.2,-8,13,10,1.4,0
COc1cccc(NC(=S)NC2CC(C)(C)NC(C)(C)C2)c1,-16,-5,0.9,7,-1.1,2.8,6,-6,-22,-1.4,-8
COc1cccc(CNC(=O)C2CCN(S(=O)(=O)c3ccc4c(c3)OCCO4)CC2)c1,-9,2,-2.3,-15,-2.7,3.1,14,-1,0,-2.8,-2
O=C(CN(Cc1ccco1)Cc1ccco1)Nc1cc(S(=O)(=O)N2CCCCC2)ccc1Cl,2,-2,-0.3,6,3.0,2.5,-12,6,-5,-2.6,9
COc1cc(C(=O)NC(=S)N(CCC#N)Cc2cccnc2)cc(OC)c1OC,-2,3,-0.3,7,-0.2,3.0,1,-5,-20,-0.2,-26
COc1ccc(/C=C/c2noc(-c3ccccc3O)n2)cc1,-17,-2,2.5,-32,-1.3,0.4,7,-3,2,0.2,-21
O=C(CCc1nc2ccccc2c(=O)[nH]1)Nc1ccc(N2CCCCC2)cc1,4,-4,1.1,5,-0.5,-0.3,2,3,-14,-3.0,28
COc1ccc(C2C(C#N)=C(N)N(c3cccnc3)C3=C2C(=O)CCC3)cc1Cn1cc([N+](=O)[O-])cn1 (stereo unspecified),-3,-7,-1.7,22,2.9,0.3,-17,4,7,-4.2,-42
CC(=O)c1cc2c(cc1F)C(C)(C)CCC2(C)C,-1,-10,.,3,-1.6,0.2,8,-1,.,.,22
CCCCOCC(O)CN1CCN(C(C)=O)CC1 (stereo unspecified),-1,-5,4.3,-8,-1.5,-1.8,8,-3,7,2.2,-13
COC(=O)CSc1nc(N)nc(C)c1Cl,-1,4,5.5,-3,-2.6,4.0,13,-6,-7,1.3,-24
COc1ccc(CCN(C)CCCN2CC(c3ccccc3)CC2=O)cc1OC (stereo unspecified),4,-5,3.8,27,-1.7,3.8,8,-9,-14,0.6,9
Cc1ccc(NC(=O)CCOc2ccccc2)cc1S(=O)(=O)Nc1ccccc1Cl,1,-1,0.7,5,1.8,3.6,-10,-9,9,1.6,16
CCN1CCN(Cc2cccc(Oc3ccc(Cl)cc3)c2)CC1,5,1,-1.1,19,-0.4,1.1,2,-6,4,-4.1,1
Cc1nccn1CCCNC(=O)c1nc(Cn2cc([N+](=O)[O-])cn2)no1,-3,-3,5.9,2,-2.7,-0.2,17,0,1,-1.6,13
O=C1Cc2ccccc2C(=O)N1Cc1cccc(Cl)c1,-1,0,.,8,-0.6,1.2,3,-6,-19,.,-5
Cc1cc(C)cc(N2C(N)=NC(N)=NC2c2ccccc2F)c1 (stereo unspecified),-4,-4,-1.1,-4,-1.1,-0.3,6,2,5,-2.3,11
CC(C)Sc1nc2ccc(Br)cc2[nH]1,-6,5,2.4,-22,0.1,2.4,-1,-10,17,1.2,23
Clc1ccc(CSc2cnnc3ccccc23)cc1Cl,9,2,.,-9,1.1,1.3,-6,-2,.,.,-4
O=C(c1ccc(CNc2c(N3CCOCC3)c(=O)c2=O)cc1)N1CC=C(c2ccccc2)CC1,-9,1,0.4,-1,-2.9,-1.8,16,-1,-15,-1.8,10
N#CC12CCCCC1CC1CCCCC1(C#N)N2N (stereo unspecified),9,-15,2.3,3,-4.6,4.2,24,-14,201,0.2,3
Cc1ccc(-c2nn(-c3ccccc3)cc2C(=O)NC2CCC(O)CC2)cc1 (stereo unspecified),4,-10,0.6,0,-1.1,-3.4,4,7,-6,1.1,9
COc1ccc(C(=O)CSc2nnc(-c3ccco3)n2C)cc1,5,1,0.3,-1,-1.5,3.3,9,-6,40,0.4,27
CCCc1cc2c(OC(=O)CC)c(-c3ccc(C(=O)OCC)o3)c(=O)oc2cc1OC,0,-11,6.4,-3,-2.0,1.2,10,4,-11,2.1,10
COc1ccc(NC(=O)C(=O)NCC(c2ccco2)N2CCc3ccccc3C2)cc1OC (stereo unspecified),2,2,-0.5,-1,-1.6,3.5,11,-16,18,0.5,.
CCCc1cc(=O)[nH]c(SCC(=O)Nc2ccc3c(c2)CCC3)n1,2,-1,1.9,6,-2.7,-1.9,13,-2,-1,0.2,-4
CN(C(=O)CCN1CCCO1)C1CCCN(Cc2ccccc2F)C1 (stereo unspecified),-9,1,2.2,16,-0.1,0.6,0,-11,56,1.0,-2
CSCCn1c(C(C)(C)C)cc(C(=O)O)c1C,4,1,2.7,8,-3.0,1.9,16,-5,-21,2.0,-3
Cc1cc2ncc(-c3cccs3)nc2cc1C,-7,-10,.,-5,-0.2,2.0,1,-7,-28,.,8
CC(=O)Nc1ccc(S(=O)(=O)NCC2CCC(C(=O)N3CCCCC3)CC2)cc1 (stereo unspecified),1,0,2.1,17,-2.1,-2.2,10,-13,-17,3.4,15
COc1ccccc1-n1c(O)c(C=NCc2ccccn2)c2ccccc2c1=O,-6,-5,0.6,1,-1.2,-0.8,6,-2,33,0.7,14
C/C(=N\NC(=O)CNC(=O)c1ccc2c(c1)OCO2)c1ccco1,4,-2,0.0,11,-2.4,5.1,16,-4,-2,-0.2,-5
COC(=O)c1ccc(NS(=O)(=O)c2ccccc2)o1,13,2,-1.7,7,-2.4,3.8,13,-3,494,-3.3,14
CCc1ccc(NC(=O)c2cc(-c3ccc(F)cc3)on2)cc1,-9,3,3.3,-9,-1.8,1.4,9,-3,173,-0.3,-4
O=C(NCCCn1ccnc1)c1cc(-c2ccccc2)on1,-4,-1,0.3,19,-0.2,5.3,1,-9,-10,1.6,6
Fc1cccc(COc2ccccc2C(=S)N2CCCC2)c1,-1,-5,0.4,3,0.0,1.1,0,-4,-15,1.0,5
CCOC(=O)c1[nH]c2ccccc2c1NC(=S)Nc1cccc(C)c1,-3,3,0.9,-1,-0.4,1.0,3,-13,-3,1.5,7
CCC(C)N(CCNC(=O)CC1Oc2ccc(C)cc2NC1=O)C1CCCCC1 (stereo unspecified),-3,-4,4.0,10,-0.6,3.6,3,-12,308,-3.0,3
O=C(CN1C(=O)NC2(CCCCCCC2)C1=O)NCc1ccc(Cl)cc1,-7,0,-1.0,1,-2.5,-1.2,10,-14,-4,1.7,9
Cc1nnc(SCC(=O)c2ccc(C(C)C)cc2)s1,-3,6,-1.2,-6,0.5,1.4,-2,-1,2,-0.3,-10
CCOC(=O)c1cnc2c(C(=O)OC)cccc2c1NCCN1CCOCC1,-4,-1,1.4,6,-3.0,2.8,16,5,54,0.0,12
CCOC(=O)/C(=C\c1ccc(C)cc1)NC(=O)c1ccccc1,-4,-4,-0.5,-12,0.1,4.0,-1,-1,12,-1.0,11
CN(CC1CCCO1)S(=O)(=O)c1ccc(C(=O)Nc2ccc3c(c2)OCO3)cc1 (stereo unspecified),-5,3,-0.8,3,1.8,3.4,-13,2,14,1.8,-4
CCn1c(=S)[nH]c2cc(S(=O)(=O)N3CCCCC3)ccc21,-3,-7,1.8,9,-0.9,0.9,5,8,-5,0.3,-19
COC(=O)c1ccc(Oc2nc(C)cc(Oc3ccccc3)n2)cc1,2,-7,-0.6,-15,-2.0,1.3,11,-7,-6,0.8,24
O=S(=O)(O)C(c1ccccc1)C1(O)CCCCC1 (stereo unspecified),-5,-5,.,-9,-3.6,-0.2,16,-13,.,.,-33
CCC(C)[C@H](NC(=O)[C@@H]1CSC2c3ccccc3C(=O)N21)C(=O)NCc1ccncc1 (stereo partly specified),2,-7,0.2,-17,-1.0,3.2,5,-5,4,-1.6,4
CNc1nc(SCc2ccc(C)cc2)nc2c1CCCC2,-16,-3,1.6,5,-1.5,4.9,7,-16,-4,3.0,-27
COc1ccc(C(=O)NCCc2nnc3ccc(SCC(=O)Nc4ccccc4F)nn23)cc1,0,-13,0.3,6,-1.8,1.8,9,-10,11,1.0,-9
Cn1c2ccccc2c2nnc(SCCN3CCOCC3)nc21,-2,0,.,-27,2.0,0.9,-9,2,.,.,26
CCCn1cc(CN2CCN(Cc3ccc(C)o3)C(CCO)C2)c(C)n1 (stereo unspecified),3,-5,1.0,-9,6.5,1.1,-41,-5,3,-1.3,-5
CCOC(=O)c1cnc2c(c(C)nn2CC)c1NC1CC1,0,-5,-0.2,1,-1.4,2.3,7,-6,-4,-0.8,.

# Among those listed so far, these contain bromine.
SMILES,PKA-R2B act,Tat export inh,AddAB inh,HTR5A inv ag,OPRM1-OPRD1 ag,phage Ecoli inh,MOR-DOR inv ag,PKA-R1A act,SUMO Mot1 rescue,E coli growth,PfHsp90 set2
Cc1ccc(C2/C(=C(/O)c3ccc(Br)cc3)C(=O)C(=O)N2Cc2ccco2)o1 (stereo unspecified),-5,-16,0.7,-18,-1.4,0.6,8,-13,-12,-0.3,-35
CC(C)Sc1nc2ccc(Br)cc2[nH]1,-6,5,2.4,-22,0.1,2.4,-1,-10,17,1.2,23
